From PubChem BioAssay
TRHR PAM – allosteric enhancers of human TRH receptor; TRHR cells, fluo-8 calcium fluorescence, EC20 TRH enhancement; 360,000 tested, 0.66% active; P34981; enhancement, % at 2 µM; in the data active means enhancement above about 30%; further: 0% is about no effect
Target sequence (P34981 whole entry, looked up): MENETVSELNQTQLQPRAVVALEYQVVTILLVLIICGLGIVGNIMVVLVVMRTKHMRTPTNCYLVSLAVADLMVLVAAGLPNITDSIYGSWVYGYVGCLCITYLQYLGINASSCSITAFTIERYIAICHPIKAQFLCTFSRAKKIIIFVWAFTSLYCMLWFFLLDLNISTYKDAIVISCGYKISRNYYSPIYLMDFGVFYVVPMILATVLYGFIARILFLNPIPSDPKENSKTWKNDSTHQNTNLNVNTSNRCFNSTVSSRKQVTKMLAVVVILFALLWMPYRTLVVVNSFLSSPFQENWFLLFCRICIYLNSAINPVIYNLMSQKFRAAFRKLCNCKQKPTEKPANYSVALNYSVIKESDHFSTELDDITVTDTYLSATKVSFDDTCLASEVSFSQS
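TRHR-expressing cells loaded with fluo-8 calcium dye were read kinetically (ex 480/em 530) during compound addition, then stimulated with an EC20 of TRH (10 nM final). Enhancement of the Gq-mediated intracellular calcium response was scored.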
D2 potentiator – positively modulates the human D2 dopamine receptor allosterically; AID 485347; HEK293 T-REx D2, calcium flux, EC20 dopamine potentiation; potentiation, % at 10 µM; 340,000 tested, 0.34% active;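 active means potentiation over 3 SD above the plate norm, cut at about 30% in these data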; further: 0% is about no effect
Target sequence (P14416 whole entry, looked up): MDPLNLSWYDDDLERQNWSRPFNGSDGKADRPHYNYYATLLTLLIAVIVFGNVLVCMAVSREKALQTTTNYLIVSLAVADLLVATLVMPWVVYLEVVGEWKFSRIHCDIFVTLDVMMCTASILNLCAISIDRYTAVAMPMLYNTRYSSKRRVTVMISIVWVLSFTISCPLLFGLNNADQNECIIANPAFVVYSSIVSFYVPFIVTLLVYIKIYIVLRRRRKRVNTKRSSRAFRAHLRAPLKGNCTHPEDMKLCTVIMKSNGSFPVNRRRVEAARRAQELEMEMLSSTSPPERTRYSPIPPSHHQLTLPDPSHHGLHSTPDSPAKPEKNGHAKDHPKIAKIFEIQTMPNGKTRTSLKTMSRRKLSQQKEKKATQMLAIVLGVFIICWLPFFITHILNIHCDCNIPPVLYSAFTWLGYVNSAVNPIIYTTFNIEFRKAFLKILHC
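Tetracycline-induced Hek293 Trex D2 cells, force-coupled to calcium, loaded with no-wash calcium dye. Compound added with 180 s kinetic read for agonism, then EC20 dopamine and a further 180 s read for potentiation.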
D1 PAM – enhances dopamine response at the human D1 receptor; P21728; HEK293 TREx D1 cells, calcium flux, dopamine EC20 potentiation; potentiation, % at 10 µM; 360,000 tested, 0.036% active; AID 504651; in the data active means potentiation above about 30%; further: 0% is about no effect
D2 agonist – activates the human D2 dopamine receptor; 340,000 tested, 0.53% active; P14416; HEK293 T-REx D2 cells, calcium flux agonist mode; activation, % at 2 µM;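 active means activation over 3 SD above normal in the single-dose calcium agonist read, cut at about 30% in these data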; further: 0% is about no effect
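Tetracycline-induced HEK293 T-REx cells with force-coupled D2 receptor, plated overnight at 30 C, loaded with no-wash calcium dye. After a 10 s baseline, compound was pin-added and calcium flux read kinetically for 180 s; calcium rises flagged agonists.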
RXFP1 antagonist – blocks the human relaxin receptor RXFP1. AID 1259400. HEK293-RXFP1, relaxin-stimulated cAMP HTRF, 30 min; active compounds read low. activity change, negative = inhibition, % at 57.5 µM. 350,000 tested, 0.59% active. Q9HBX9;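 active means activity change of -60% or lower, but not beyond a set lower limit; inconclusive means change between -60% and -40%, or beyond the set limit; inactive means change above -40%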; further: on the % scale 0 is the no-effect control and ±100 the full control effect
RXFP1 agonist – agonists of human relaxin receptor RXFP1; Q9HBX9; HEK293T-RXFP1 cAMP TR-FRET, 30 min; response scale: percent of porcine relaxin response, buffer zero; Potency, µM (top dose mostly 57.5 µM), inactives show at the top dose activation, most hits filed as activators; 370,000 tested, 0.3% active; AID 2676; active means well fitted activation curve with a large enough effect; inconclusive means small, poorly fitted or top-dose-only effect; further: potency means the concentration at half of the fitted maximal effect; on the % scale 0 is the no-effect control and ±100 the full control effect; nearly all actives have a fitted effect of over 60% in size; many of its hits are not listed in these tables
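Agonist response is measured as cAMP accumulation in an RXFP1-transfected HEK293T line under PDE4 inhibition. Values are scaled between buffer-only and 29 nM porcine relaxin, and EC50s come from standard Hill equation fits.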
D2 antagonist – D2 dopamine receptor (human) antagonism; AID 485344; P14416; HEK293 TREx D2 cells, calcium flux, dopamine EC80; inhibition, % at 10 µM; 340,000 tested, 2% active; in the data active means inhibition above about 30%; further: 0% is about no effect
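Tetracycline-induced HEK293 TREx cells expressing D2 receptor forced-coupled to calcium signalling, loaded with no-wash calcium dye. Compounds added and calcium flux read 180 s, then dopamine added at EC80 and read a further 180 s.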
D1 agonist – human D1 receptor agonism; HEK293 T-REx D1 cells, calcium flux, agonist mode; P21728; activation, % at 2 µM; 360,000 tested, 1% active; in the data active means activation above about 30%; further: 0% is about no effect
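Agonism was scored from calcium flux recorded over 180 s (1 read/s) after pintool compound addition, following a 10-cycle baseline. Cells were inducible force-coupled HEK293 TREx D1, plated overnight at 30 C and loaded with no-wash calcium dye.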
D1 antag – human D1 dopamine receptor antagonism. HEK293 TREx D1 cells, calcium flux, dopamine EC80; active compounds read low. activity change, negative = inhibition, % at 10 µM. 360,000 tested, 3.2% active. AID 504652; in the data active means activity change below about -30%; further: on the % scale 0 is the no-effect control and ±100 the full control effect
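Cells carrying a force-coupled, tetracycline-inducible human D1 receptor report calcium flux. Each well gets a 10 s baseline, compound with 180 s monitoring, then an EC80 dopamine stimulus with a second 180 s kinetic read.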
Active calls of the source: *; ? = inconclusive; . = no result given.

SMILES	TRHR PAM	D2 potentiator	D1 PAM	D2 agonist	RXFP1 antagonist	RXFP1 agonist	D2 antagonist	D1 agonist	D1 antag
CS(=O)(=O)N1CCCC(C(=O)NCCc2ccccc2)C1 (configuration not stated)	1.4	-4.9	0.0	0.2	1.0	-0.6%	-10.6	0.4	-16.1
CC1CCCC(NC(=O)CCn2c(=O)oc3ccccc32)C1C (configuration not stated)	-0.7	1.9	-1.9	-0.4	-3.0	0.5%	-3.2	1.4	-1.7
COc1cc(/C=C2/C(=N)N3C(SC)=NSC3=NC2=O)ccc1OC(=O)c1ccco1	5.0	-9.8	13.2	0.3	?	-0.2%	-5.3	1.9	-0.1
O=C(N=C1SC2CS(=O)(=O)CC2N1Cc1ccccc1)C1CCCO1 (configuration not stated)	1.5	8.1	-6.8	0.5	15.8	0.9%	-3.7	5.4	-6.3
COc1cccc(NC2c3ccccc3C(=O)N2Cc2ccco2)c1 (configuration not stated)	-4.1	0.2	.	-0.5	7.0	1.6%	-17.2	4.8	-8.0
Cc1nonc1OC(C)CNc1ccc([N+](=O)[O-])cc1 (configuration not stated)	6.6	-1.1	-11.8	-1.7	8.4	0.7%	1.7	9.4	-4.2
O=C(COC(=O)c1cc([N+](=O)[O-])ccc1NCCO)Nc1ccc2c(c1)OCO2	-0.6	.	-1.8	.	-27.3	-0.6%	.	3.4	-17.8
Cc1cc2nc(C)n(CCCNC(=O)Nc3ccc(C#N)cc3)c2cc1C	4.4	-2.3	-9.3	-0.4	-2.4	2.2%	-1.7	4.7	19.1
CCN(CC)c1ccc(S(=O)(=O)N2CCOCC2)cc1NC(=O)CSc1nnc(N)s1	12.0	3.7	-3.4	0.1	-7.0	0.2%	2.4	1.4	-0.4
CN(C)C1(CNC(=O)Nc2ccccc2)CCCCC1	2.9	-8.7	-14.7	.	8.2	-0.1%	.	2.4	0.3
O=C(C1CCN(S(=O)(=O)c2c(Cl)cccc2Cl)CC1)N1CCCCCCC1	-5.6	7.2	4.5	-0.3	-13.4	0.1%	2.7	2.1	34.3
Nc1nc(C2CCCN2S(=O)(=O)c2ccc(Cl)cc2)cs1 (configuration not stated)	2.8	-7.3	-2.5	1.3	8.0	0.1%	5.7	0.1	13.6
COc1ccc(NC(=O)Cn2c(SCc3ccc(C)cc3)nc3cccnc32)cc1OC	-1.3	-14.2	-0.7	-0.3	0.0	3.1%	.	1.7	-10.5
O=C(N1CCOCC1)N(CCN1CCOCC1)Cc1cccc(Cl)c1	6.3	-15.2	1.2	0.7	-1.3	0.7%	-7.3	1.7	-4.4
O=C1COc2ccc(NC(=O)N3CCN(c4ccc(F)cc4)CC3)cc2N1	2.3	0.8	-0.3	0.4	-5.5	-0.1%	-3.2	4.2	5.6
Cc1cc(=O)[nH]c2nnnn12	5.4	2.1	2.5	0.4	5.8	0.2%	-5.8	5.0	-5.1
COc1ccc(C(=O)O)cc1NS(=O)(=O)c1cccc2nsnc12	0.1	4.9	-2.1	0.1	-9.9	-0.4%	-3.5	2.6	9.0
CCOC(=O)C1=C(c2ccccc2)NC(=O)N(C(C)=O)C1c1cccc([N+](=O)[O-])c1 (configuration not stated)	-5.2	12.7	6.0	2.0	2.3	3.8%	-3.6	0.1	6.9
NNC(=O)CS(=O)(=O)c1ccc(Cl)cc1	-1.9	-7.1	2.4	-0.1	2.9	-2.0%	-5.9	0.7	3.7
COCCCNC(=O)C1=CCN(S(=O)(=O)c2ccc(C)cc2)CC1	0.6	5.5	-11.6	-0.7	1.5	2.6%	-6.1	-1.0	-1.5
COc1ccc(C2CC(c3cccs3)=NN2C(=O)COC(=O)c2cncc(Br)c2)cc1OC (configuration not stated)	2.4	-3.1	4.9	0.9	-8.0	2.3%	-2.1	7.2	9.1
O=C(CCN1C(=O)c2ccccc2C1=O)NC(=S)Nc1ccccc1	-0.1	-0.1	-7.2	-1.3	11.1	3.5%	5.5	0.8	11.7
Fc1ccc(N2CN(Cc3cccnc3)CNC2=S)cc1	6.9	9.2	-2.8	1.0	-3.2	0.8%	-5.1	0.3	10.5
CCOC(=O)Cn1c2c(c(=N)c3c1CCC3)CCCC2	0.2	6.3	-3.0	-0.4	-17.0	0.0%	1.6	2.3	13.9
Cc1ccc(NC(=O)C2OCCc3ccccc32)cc1C (configuration not stated)	3.1	12.3	-2.5	-2.5	-0.9	1.0%	41.5*	0.4	2.4
Other entries follow.
SMILES	TRHR PAM	D2 potentiator	D1 PAM	D2 agonist	RXFP1 antagonist	RXFP1 agonist	D2 antagonist	D1 agonist	D1 antag
Cc1ccc(S(=O)(=O)N2CCOCC2)cc1C(=O)N(C)CCOc1ccc(Cl)cc1	0.7	-6.5	-4.9	2.2	-12.2	0.4%	-1.2	10.6	-16.1
COc1cccc(C2C(=O)c3ccccc3C2=O)c1	3.3	14.0	1.1	0.1	-6.5	0.4%	-2.8	3.4	-1.8
O=C(NCCc1ccccc1)c1ccc(Cn2c(=O)c3cccn3c3cccnc32)cc1	17.0	3.0	-3.2	0.2	-3.3	?	.	2.5	7.5
COc1ccccc1Nc1nnc(SCC(=O)N2CC(=O)Nc3ccccc32)s1	18.1	-3.7	0.8	-0.5	4.1	0.2%	-3.2	1.5	13.3
Cc1ccc(NC(=O)CN(C)C(=O)C(c2ccccc2)c2ccccc2)cc1	-4.9	1.8	-0.1	0.4	-23.7	0.3%	10.7	5.8	-5.0
CC(C)(C)OC(=O)NCCc1nnc(SCc2ccc(Cl)cc2Cl)o1	-2.4	-1.4	-10.8	1.0	-25.3	3.9%	0.5	4.6	3.5
Cc1nc2sc(C(c3ccco3)N3CC(C)OC(C)C3)c(O)n2n1 (configuration not stated)	30.9*	13.9	6.7	-1.6	-0.8	-0.8%	-3.1	0.0	4.1
Cc1ccc(OCCCN2C(=O)C(=O)c3cccc(C)c32)cc1	-4.6	4.2	-4.5	0.5	-1.5	4.6%	-17.3	0.5	-28.6
COC(=O)c1sccc1NC(=O)c1c(C)c(-c2cccc(Cl)c2)nc2ccccc12	-0.3	3.1	1.8	-0.3	7.2	0.2%	-3.6	7.0	-8.9
CCCCN(S(=O)(=O)c1ccccc1)S(=O)(=O)c1ccccc1	-5.9	3.5	0.8	-0.1	-7.2	-0.7%	4.3	2.8	-12.3
O=C1CC(c2ccccc2)CC2=C1C=Nc1ccccc1N2 (configuration not stated)	0.6	0.7	-0.2	0.9	-31.8	1.2%	18.1	2.1	.
OC(CNCCc1ccc(C(F)(F)F)cc1)COC(c1ccccc1)c1ccccc1 (configuration not stated)	-3.6	-5.4	52.0*	7.1	-33.2	3.5%	31.0*	100.6*	12.4
O=C(CN1CCN(S(=O)(=O)c2cccs2)CC1)N1CCCCC1	0.4	10.7	-6.8	-1.3	-3.4	1.4%	-9.7	2.7	13.7
O=C(COc1ccccc1Cl)Nc1cccc(S(=O)(=O)N2CCCC2)c1	4.8	-14.0	.	0.3	-3.3	-0.2%	-63.2	9.6	12.2
Cc1ccsc1/C=C(\CC(=O)O)c1nc2ccccc2o1	0.4	.	10.2	.	10.9	0.4%	.	1.2	5.6
CCC1Sc2ccc(S(=O)(=O)CCC(=O)Nc3ccc(C(=O)OC)cc3)cc2NC1=O (configuration not stated)	0.4	12.9	-5.1	-1.3	3.1	14.5%	-5.0	3.4	3.8
COc1cccc(-c2nnc3n2N=C(c2cccc(Br)c2)CS3)c1	8.0	12.0	0.3	-0.8	-3.4	-0.7%	-17.8	3.1	-1.8
COc1cc2cc(Oc3ccc4ccc(=O)oc4c3)c(=O)oc2cc1OC(=O)/C=C/c1ccccc1	11.8	0.3	-6.5	-0.3	.	0.7%	-24.8	2.1	-62.3*
O=C(Cn1nc(C(F)(F)F)c2c1CCC2)NCc1ccc(F)cc1	-7.2	-6.3	-0.9	-1.3	-4.6	0.4%	-13.0	5.5	8.0
Cc1cccc(/C=N/NC(=O)c2ccc(F)cc2)n1	-1.0	-5.0	5.1	-0.1	-11.2	3.5%	-2.7	3.0	0.7
Cc1ccc(C2=NOC(C)(c3nnc(-c4ccc(Cl)cc4)o3)C2)cc1 (configuration not stated)	-0.3	-1.2	-1.3	0.7	.	0.0%	4.6	0.1	6.8
Cc1nc(C)c(-c2ccc(SCC(=O)Nc3cccc(Cl)c3C)nn2)s1	-0.9	5.6	-8.2	-2.4	-16.2	10.5%	-2.2	4.7	-18.8
COC(=O)c1ccc(Cl)c(NC(=O)CN2CCN(Cc3ccccc3)CC2)c1	6.7	-6.8	1.6	0.4	-19.0	1.6%	0.0	2.1	-3.6
CCOC(=O)N1CCN(C(=O)C2CC(=O)N(c3ccc(OC)cc3)C2c2ccc(OC)cc2)CC1 (configuration not stated)	1.0	-6.4	-0.7	-0.1	-14.7	1.5%	-3.9	0.0	-4.2
CN1CCN(Cc2nc(-c3cccs3)no2)CC1c1ccccc1 (configuration not stated)	17.4	25.9	-2.1	0.7	0.2	-0.7%	-7.6	9.2	-3.2
CC(=O)Nc1ccc(S(=O)(=O)N2CCN(c3nnnn3-c3ccccc3)CC2)cc1	2.5	2.7	-3.0	2.4	-8.5	1.1%	-7.5	2.1	-1.7
Cc1ccc(N=C2NC(=O)/C(=C/C=C/c3ccco3)S2)cc1	7.7	0.2	-5.5	-0.4	-67.2*	2.3%	-12.8	2.0	-7.1
Cc1csc(NC(=O)CSc2ccc3nnc(-c4ccncc4)n3n2)n1	4.6	5.8	-2.8	-1.2	6.9	12.7%	-0.9	1.1	11.1
CCc1ccc(NC(=O)[C@H](Cc2c[nH]c3ccccc23)NC(=O)[C@@H]2Cc3ccccc3CN2)cc1	0.8	11.8	4.2	0.6	.	1.8%	3.8	9.5	2.8
COc1cccc(NC(=O)Cn2cc3c(n2)CCCCC3)c1	-0.9	-4.5	.	1.0	-10.6	-1.2%	-8.0	7.3	12.6

Sorted by value in RXFP1 agonist (highest first): 4 from the list above.
| SMILES | TRHR PAM | D2 potentiator | D1 PAM | RXFP1 antagonist | RXFP1 agonist | D2 antagonist | D1 agonist | D1 antag |
| --- | --- | --- | --- | --- | --- | --- | --- | --- |
| COC(=O)c1ccc(Cl)c(NC(=O)CN2CCN(Cc3ccccc3)CC2)c1 | 6.7 | -6.8 | 1.6 | -19.0 | 1.6% | 0.0 | 2.1 | -3.6 |
| O=C(CN1CCN(S(=O)(=O)c2cccs2)CC1)N1CCCCC1 | 0.4 | 10.7 | -6.8 | -3.4 | 1.4% | -9.7 | 2.7 | 13.7 |
| COc1ccccc1Nc1nnc(SCC(=O)N2CC(=O)Nc3ccccc32)s1 | 18.1 | -3.7 | 0.8 | 4.1 | 0.2% | -3.2 | 1.5 | 13.3 |
| Cc1ccc(C2=NOC(C)(c3nnc(-c4ccc(Cl)cc4)o3)C2)cc1 (configuration not stated) | -0.3 | -1.2 | -1.3 | . | 0.0% | 4.6 | 0.1 | 6.8 |

The list is partial; rates above refer to the full screens.
